Screening data: PubChem BioAssay, several laboratories
GPR55 activation – selective activators of receptor GPR55 – imaging, U2OS cells, beta-arrestin-GFP redistribution, primary screen (AID 1961). 290,000 compounds, 0.048% hits. activation, % at 10 µM, or EC50 in µM where a hit was titrated. U2OS GPR55 beta-arrestin-GFP redistribution imaging; higher % means a stronger effect;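 active means activation above 40% with more than 50 cells counted in the well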;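 further: U2OS osteosarcoma cells stably expressing GPR55 and beta-arrestin-GFP; plate controls were DMSO negative control for no effect and LPI positive control for full effect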
Dynein transport – blocks dynein driven cargo transport along microtubules. 220,000 compounds, 0.47% hits. AID 1381. z-score, hits read low. 3617.4 mouse cells, GR-EGFP nuclear translocation imaging; test concentration mostly 20 µM; stimulated with dexamethasone, 1 µM; active compounds read low;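 active means plate z-score of nuclear minus cytoplasmic receptor signal below a set negative limit, without overly bright fluorescence or cell loss, cut at about -3.5 in these data, passing the limit was not always enough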;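 further: z-score of nuclear minus cytoplasmic ring GR-EGFP intensity difference per well; some compounds called inactive have numbers as strong as hits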
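Buffer or medium: tet-free medium with charcoal-stripped serum / Also added: dexamethasone agonist, 1.0 µM final, for 30 min / Timing: induction 48 h, compound 1 h, agonist 30 min / Measured by: high-content fluorescence imaging after fixation / Read-out: nuclear-to-cytoplasmic GR-EGFP distribution per well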
M1AAP inhibition – P. falciparum M1AAP inhibitors, biochemical, fluorogenic H-Leu-NHMec substrate, 1536-well (AID 1445); recombinant M1AAP, H-Leu-NHMec fluorogenic kinetic assay; higher % means a stronger effect; inhibition, % at 30 µM; hits with a dose series show IC50 in µM; 220,000 compounds, 0.42% hits;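 active means primary inhibition above the hit cutoff, then over 50% inhibition at one or more dose response concentrations, cut at about 23% in these data, passing the limit was not always enough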;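 further: plate controls were DMSO full reaction for no effect and no enzyme background for full effect; strong numbers were not always called active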
NOD2 inhibition – inhibition of NOD2-driven NF-kB reporter – cell-based, luminescence, uHTS, HEK293 (AID 1566); HEK293 NOD2/NF-kB luciferase reporter, luminescence; higher % means a stronger effect; inhibition, % at 4 µM, or EC50 in µM where a hit was titrated; 290,000 compounds, 0.63% hits; further: many of its hits are not listed in these tables
AID2073 – inhibitors of Mint1-CaV2.2 protein interaction, biochemical, HTRF (AID 2073); HTRF protein-protein interaction, Mint1-CaV2.2; higher % means a stronger effect; one-dose inhibition, % at 20 µM; IC50 in µM for titrated hits; 290,000 compounds, 0.19% hits; in the data active means inhibition mostly above about 51%, no sharp cut-off; further: some results filed as inactive read as strong as hits
P. falciparum M17LAP – P. falciparum M17LAP inhibitors, primary screen, biochemical, fluorogenic H-Leu-NHMec substrate, 1536-well (AID 1619); 220,000 compounds, 0.38% hits; recombinant M17LAP, H-Leu-NHMec fluorogenic kinetic assay; higher % means a stronger effect; inhibition, % at 30 µM; hits with a dose series show IC50 in µM;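 active means compound inhibiting the enzyme by more than half at any dose during confirmatory dose-response retesting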;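 further: plate controls were full reaction with DMSO carrier for no effect and no enzyme background for full effect; strong numbers were not always called active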
KOR beta-arrestin-1 – KOR agonists, beta-arrestin recruitment, primary screen, cell-based, luminescence, uHTS (AID 1777) | one-dose activation, % at 10 µM; EC50 in µM for titrated hits | 280,000 compounds, 0.02% hits | KOR beta-arrestin recruitment, luminescence; higher % means a stronger effect; in the data active means activation above about 50%, passing the limit was not always enough; further: a part of the inactive calls stands beside numbers as strong as those of hits
NOD1 NF-kB reporter – NOD1 signaling inhibitors, primary screen, cell-based, luminescence, uHTS (AID 1578) | inhibition, % at 4 µM; hits with a dose series show EC50 in µM | 290,000 compounds, 1% hits | NOD1-driven NF-kB luciferase reporter cells, luminescence; higher % means a stronger effect; in the data active means inhibition mostly above about 36%, no sharp cut-off; inactive means mostly below about 34%;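 further: HEK-293T reporter cells stimulated with the NOD1 agonist gamma-tri-DAP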
KOR beta-arrestin-2 – kappa opioid receptor blockers – cell-based, luminescence, uHTS (AID 1778); KOR beta-arrestin recruitment, luminescence, antagonist mode; higher % means a stronger effect; inhibition, % at 10 µM, or IC50 in µM where a hit was titrated; 290,000 compounds, 0.091% hits; further: strong numbers were not always called active
Dynein transport cytoplasmic EGFP – also measured in Dynein transport; calls as there; z-score; measured here: cytoplasmic GR-EGFP intensity; active compounds read high
Dynein transport nuclear GR-EGFP – recorded beside Dynein transport, whose call it bears; z-score; measured here: nuclear GR-EGFP intensity;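 lower value marks the stronger effect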
Dynein transport cell count – also measured in Dynein transport; calls as there; z-score; measured here: cell count per field
The depositor's hits bear a star; i = inactive; nt = no result given; [ ] = another dose, or the depositor's remark. Unless noted, no stated cut-off is given here; in the data, active means inhibition above about 50%; inactive means the rest. A portion of the library; the hit share may differ from the screen's.

SMILES | GPR55 activation | Dynein transport | Dynein transport cytoplasmic EGFP | Dynein transport nuclear GR-EGFP | Dynein transport cell count | M1AAP inhibition | NOD2 inhibition | AID2073 | P. falciparum M17LAP | KOR beta-arrestin-1 | NOD1 NF-kB reporter | KOR beta-arrestin-2
CCN(C(=O)CN(C)Cc1cccc(Cl)c1Cl)c1c(N)n(Cc2ccccc2)c(=O)[nH]c1=O | 0.3% | -0.8 | -0.21 | -0.61 | 0.047 | 11% | 8% | 4% | 15% | 2.4% | -29% | 4%
COc1ccccc1N1CCN(C(=O)c2cccc(N3C(=O)C4C5C=CC(C5)C4C3=O)c2)CC1 (stereo not drawn) | 0.4% | nt | nt | nt | nt | nt | 28% | 11% | nt | -1.9% | -19% | -20%
Cc1noc(C)c1C(=O)Nc1sc(C)c(C)c1C#N | 0.0% | -0.39 | -0.2 | -0.2 | 0.32 | 4% | 9% | -18% | 3% | 0.1% | -22% | 44%
CCOC(=O)CN1C(=O)C(=O)N(Cc2c(Cl)cccc2Cl)C1=O | -0.1% | nt | nt | nt | nt | nt | -56% | 13% | nt | -15% | 19% | 21%
Cc1cc(S(=O)(=O)Nc2ccc(F)cc2)c(C)s1 | 0.2% | 0.011 | -0.26 | -0.065 | 0.3 | -6% | -1% | 26% | -3% | 0.6% | -10% | 4%
CN(C)c1ccc(C(O)Cc2nc3ccccc3n2C)cc1 (stereo not drawn) | -0.1% | nt | nt | nt | nt | nt | -16% | 4% | nt | 9.2% | -2% | -16%[20 µM]
CCC(CC)C(=O)NCCc1cc2cc(C)c(C)cc2[nH]c1=O | -0.2% | 1.6 | -0.089 | 0.87 | -1.7 | -3% | 18% | 1% | 5% | -4.9% | -9% | 14%
COc1ccc(/C=N/OCc2nc3c4c(ncn3n2)Oc2ccc3ccccc3c2C4c2ccccc2)cc1 (stereo not drawn) | -0.1% | -1.9 | -0.2 | -0.93 | 1.5 | -1% | 0% | 11% | -3% | -4.1% | nt | 10%
COCCn1cc(C(=O)NCCCN2CCC(C)CC2)c2c3ccccc3n(C)c2c1=O | -0.1% | 0.36 | -0.23 | 0.83 | 0.23 | 17% | 0% | 2% | -10% | -2.4% | nt | 29%
O=C(Nc1nc2n(n1)C(c1ccccc1)C=C(c1ccccc1)N2)c1ccco1 (stereo not drawn) | 0.1% | -0.21 | 0.15 | 0.21 | -0.07 | 6% | -6% | 14% | 26% | -5.1% | -10% | -20%
O=C(CN1CCN(S(=O)(=O)c2ccc(Cl)cc2)CC1)Nc1ccc(F)cc1F | 0.0% | 2.1 | 0.35 | 0.98 | -1.4 | -3% | -19% | 1% | 5% | -0.7% | -37% | -3%
Cn1ccnc1C(=O)c1cccc(Br)c1 | -0.3% | nt | nt | nt | nt | nt | 6% | -6% | nt | -3.8% | -21% | -7%
CCN(CC)C(=O)N1CCC(NC(=O)c2ccc(C(C)(C)C)cc2)CC1 | -0.1% | -0.69 | -0.17 | -0.1 | -0.25 | 1% | 3% | 2% | 0% | -2.4% | 3% | -5%
Cc1ccc(S(=O)(=O)NC2CC(C)(C)NC(C)(C)C2)c(C)c1C | 0.0% | nt | nt | nt | nt | nt | 9% | 9% | nt | -0.5% | -21% | -27%[20 µM]
Cc1cc(C)n(CC(=O)NNC(=O)CCCOc2ccc(Cl)c(C)c2)n1 | -0.1% | nt | nt | nt | nt | nt | 8% | 3% | nt | 4.4% | -6% | -32%
O=C(CSc1cc([N+](=O)[O-])cc(S(=O)(=O)Cc2ccccc2)c1)NC1CC1 | -0.2% | -0.9 | 0.12 | -0.73 | 1.2 | 3% | 9% | 1% | 15% | -1.9% | -19% | 31%
COc1ccc(OCCCC(=O)N(C)CC(=O)Nc2ccccc2Cl)cc1 | 0.0% | nt | nt | nt | nt | nt | 6% | 19% | nt | -3.3% | -32% | 10%
O=C1CCC(=O)N1CN(C(=O)c1ccco1)c1ccccc1 | 0.1% | -0.037 | -0.23 | 0.14 | 0.13 | 0% | -16% | 33% | -3% | -4.1% | -4% | 20%
CCN(CC)S(=O)(=O)c1ccc(C(=O)OCn2nnc3ccccc3c2=O)cc1 | 0.2% | -0.19 | -0.22 | 0.58 | 1.2 | 4% | 10% | -3% | -6% | 0.0% | -3% | -33%
COc1ccc(N2C(=O)CC2(/C=C/c2ccccc2OC)C(=O)NC2CCCC2)cc1 (stereo not drawn) | -0.2% | 0.13 | -0.18 | 0.49 | -0.82 | -1% | -10% | -5% | 7% | -2.5% | -9% | 2%
CS(=O)(=O)N(CC(=O)NCc1ccco1)c1cc(C(F)(F)F)ccc1Cl | -0.3% | -0.47 | -0.2 | -0.37 | 0.63 | 3% | 2% | 40% | 5% | 17% | -6% | 19%
CCc1cc(C(=O)N2CCCC(CCC(=O)NCc3cccc(OC)c3)C2)no1 (stereo not drawn) | -0.3% | 0.048 | -0.097 | 0.17 | 0.24 | 9% | 6% | 9% | -3% | 1.2% | -14% | -10%
COc1ccc(NC(=O)CSc2nccn2Cc2ccccc2)c(OC)c1 | -0.1% | nt | nt | nt | nt | nt | 13% | 1% | nt | 10% | -14% | 3%
COc1ccc(OC)c(NC(=O)CCN2CCN(Cc3ccccc3)CC2)c1 | -0.1% | -0.62 | -0.32 | -0.15 | 0.29 | 15% | -2% | 3% | -3% | 8.6% | -2% | 31%
COCCNC(=S)N1CCC(NC(=O)c2ccco2)CC1 | -0.1% | 1.9 | -0.1 | 1.5 | -1.3 | nt | 17% | 34% | nt | nt | -22% | -22%[20 µM]
O=c1c2cc(Br)ccc2nc(-c2cccc(Cl)c2)n1O | 0.0% | nt | nt | nt | nt | nt | 42% | 11% | nt | 5.6% | 5% | 0%
COc1ccc(C2(c3ccc(OC)cc3)NC(=O)N(CC(=O)Nc3ccc(C(=O)N(C)C)cc3)C2=O)cc1 | 0.0% | nt | nt | nt | nt | nt | 4% | 8% | nt | -1.2% | -35% | 1%
CCOC(=O)CCCNC(=O)CCNC(=O)c1ccc(OC)cc1 | 0.0% | -1.6 | -0.33 | -1.1 | 0.15 | 14% | 2% | 22% | 18% | 1.5% | -35% | -8%
O=S(=O)(CCN1C=CC(C(F)(F)F)=NCC1)c1ccc(F)cc1 | -0.2% | -0.15 | -0.27 | -0.12 | -0.095 | 4% | 19% | 6% | 15% | -2.0% | -4% | 15%
COc1ccc(/C=N/Nc2cc(C)nc(N3CCOCC3)n2)cc1OC | 0.3% | 0.21 | -0.24 | -0.0014 | -0.57 | 10% | 0% | -1% | 17% | -0.4% | 1% | 10%
COc1ccc(S(=O)(=O)NCC2CCCN(C(=O)CN3CCCCC3)C2)cc1 (stereo not drawn) | 0.2% | -0.6 | -0.37 | -0.24 | 0.59 | 3% | 20% | 1% | -8% | 2.8% | -8% | -11%
O=C(N1CCOCC1)N1CCN(S(=O)(=O)c2cccc([N+](=O)[O-])c2)CC1 | 0.2% | nt | nt | nt | nt | nt | -4% | -2% | nt | 1.1% | -21% | -20%
COc1ccc(CCNC(=O)c2cc(-c3ccccc3OC)on2)cc1OC | -0.1% | -0.8 | -0.21 | -0.27 | 0.46 | -1% | 31% | -5% | 1% | -0.8% | 57% | 4%
CN1C(=O)/C(=C2/C=CC=CN2C)OC1=S | -0.1% | -0.12 | -0.21 | 0.26 | -0.42 | 0% | 8% | -44% | -5% | -2.3% | -16% | 4%
Cc1ccc2oc(=O)n(CC(=O)c3ccc(F)cc3)c2c1 | 0.2% | 2.3 | -0.26 | 0.72 | -1 | 9% | -3% | -11% | 2% | 1.1% | -18% | -1%
O=c1ccc2cc(O)c(O)cc2o1 | 0.2% | 0.27 | -0.24 | 0.58 | 0.57 | 5% | -1% | 26% | i | -3.2% | -7% | 4%
CN1C(=O)/C(=C2\SC(=S)N(CCCCCC(=O)O)C2=O)c2ccccc21 | -0.1% | 0.96 | -0.23 | 0.59 | -0.71 | 2% | 11% | 38% | -2% | 0.9% | -2% | 12%
Cc1ccc(NC(=O)CCn2nnc3ccccc32)cc1 | -0.1% | 0.85 | -0.22 | 0.042 | 0.038 | 3% | -54% | 6% | 13% | -4.6% | -38% | -20%[20 µM]
O=C(CCN1C(=O)C2C3C=CC(C3)C2C1=O)Nc1ccc(F)cc1 (stereo not drawn) | 0.2% | -1 | -0.37 | -0.76 | 0.93 | 9% | 10% | -3% | 5% | -5.6% | -14% | 1%
O=C(Nc1nc(-c2ccccc2)nc2ccccc12)c1ccc(F)cc1 | -0.4% | -0.29 | 0.77 | 0.015 | 0.42 | 12% | 0% | 37% | 9% | -7.1% | -23% | 17%
Cc1c(C(=O)NCCSCc2ccccc2)cccc1[N+](=O)[O-] | 0.5% | 0.085 | -0.21 | 0.31 | -0.9 | 8% | -1% | -11% | 1% | 3.6% | -26% | -7%
C=CCNC(=S)NN(c1ccccc1)c1ccccc1 | 0.0% | -0.61 | -0.31 | -0.32 | 0.79 | -2% | -2% | -4% | -2% | -3.5% | -36% | -12%
CC1CCCCC12NC(=O)N(CC(=O)Nc1ccc(N3CCOCC3)cc1)C2=O (stereo not drawn) | -0.6% | 2.1 | 0.39 | 1.8 | -1.9 | 1% | -3% | -8% | 22% | -4.3% | -28% | 34%
Nc1nnn(CC(=O)N/N=C/c2cccc(Cl)c2)n1 | 0.5% | 2.6 | -0.19 | 2.1 | -2.3 | -4% | 13% | 1% | 2% | -0.9% | 9% | -14%
O=C(Nc1ccc(Cl)cc1C(=O)Nc1ccccn1)c1ccco1 | 0.2% | 0.039 | -0.13 | 0.29 | -0.48 | 8% | 0% | 27% | 4% | 5.5% | -26% | 6%
O=C(O)c1cc(S(=O)(=O)Nc2ccc3oc(=O)sc3c2)ccc1O | -0.1% | -0.4 | -0.078 | 0.15 | -0.18 | 71µM* | -3% | -8% | 51% | -2.9% | -7% | 32%
